EPAC1 agonist: qHTS for Agonist of cAMP-regulated guanine nucleotide exchange factor 3 (EPAC1): primary screen; Rap guanine nucleotide exchange factor 3 (Homo sapiens), O95398; EPAC1 agonist qHTS, biochemical assay; response scale: 100% = response to 6.5 mM cAMP; Potency, µM (titrated, usually from 154 µM), for the others: at the highest dose activation, most hits filed as activators; 360,000 tested, 0.073% active; AID 720707, 2013; further: potency means the concentration at half of the fitted maximal effect; nearly all actives have a fitted effect of over 60% in size
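Read-out is the fluorescence drop as BODIPY-GDP leaves Rap1B (480 nm excitation, 540 nm emission), recorded every 5 minutes over 30 minutes. Reactions held 100 nM EPAC1, 250 nM Rap1B–BODIPY-GDP and 50 uM GDP, with 6.5 mM cAMP setting full activation.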
IL2 activator: qHTS of IL-2 Activators; activation, % (series mostly up to about 46 µM); IL-2 activation reporter assay, cell-based qHTS; stimulated with anti-CD3/CD4/CD28 beads; in transgenic mouse T cells; 360,000 tested, 0.065% active; in the data active means activation above about 50%; inconclusive means mostly about 30% to 49%; further: 0% is about no effect
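Unstimulated transgenic mouse T cells; 60-min compound exposure; bead-based TCR/CD4/CD28 stimulation; 18 h culture, 37 degrees C; dual fluorescence (EGFP, DsRed) plate cytometry.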
GLP1R cytotox: qHTS of GLP-1 Receptor Inverse Agonists: Cytotox Screen | HEK293 cAMP-luciferase reporter cells, luminescence, 24 h | Potency, µM (titrated, usually from 38.3 µM), for the others: top-dose activity change, negative = inhibition, most hits filed as inhibitors | 410,000 tested, 0.13% active | AID 624418, 2012;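 further: loss of luciferase light is scored as toxicity; potency means the concentration at half of the fitted maximal effect; on the % scale 0 is the no-effect control and ±100 the full control effect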
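Luminescence readout: signal drop marks cytotoxicity. Plated cells grew 12 h at 37 °C, 5% CO2, received 23 nL compound for 24 h, then got luciferase reagent, read after 12 min at RT.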
EPAC1 antagonist: qHTS for Antagonist of cAMP-regulated guanine nucleotide exchange factor 3 (EPAC1): primary screen; Rap guanine nucleotide exchange factor 3 (Homo sapiens), O95398; EPAC1 GEF assay, Rap1b-BODIPY-GDP exchange fluorescence; Potency, µM (series often up to 115 µM), for the others: at the highest dose activity change, negative = inhibition, hits mostly inhibitors; 360,000 tested, 0.14% active;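 further: potency means the concentration at half of the fitted maximal effect; plate controls were vehicle for no effect and positive control for full effect; nearly all actives have a fitted effect of over 50% in size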
PTHR1 ag: qHTS for PTHR1 Agonists: Primary Screen | Potency, µM (highest dose often 115 µM), for the others: at the highest dose activation, actives largely listed as activators | 410,000 tested, 0.075% active | HEK293 GP2 PTHR1 cells, GloSensor cAMP luminescence, 1 h | Parathyroid hormone/parathyroid hormone-related peptide receptor (Homo sapiens), Q03431; further: potency means the concentration at half of the fitted maximal effect; nearly all actives have a fitted effect of over 55% in size; some results filed as inactive show a strong effect at the top dose; inactives centre near -15; many of its hits are not listed in these tables
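HEK-293-derived GP2 cells expressing PTHR1 and a GloSensor cAMP reporter, 3,000/well, plated overnight, given luciferin plus IBMX (each 0.5 mM as added) for 1 h at 37 °C, then compound for 1 h at 37 °C. Luminescence was read after 15 min at room temperature.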
PI5P4K alpha inh: qHTS for Inhibitors of phosphatidylinositol 5-phosphate 4-kinase (PI5P4K) | PI5P4Kalpha enzyme, ADP-Glo luminescence, 60 min; active compounds read low | max response, % | 330,000 tested, 1.2% active | AID 652105, 2013; active means max response of -50% or lower; inconclusive means between -30% and -50%; inactive means -30% or higher; further: value at the top dose of about 77 µM; on the % scale 0 is the no-effect control and ±100 the full control effect
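Enzyme plus substrate dispensed, test compounds pinned in, then ATP (5 microM final) added. After 60 min at RT, ADP-Glo reagent 1 for 45 min and reagent 2 for 30 min preceded luminescence imaging.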
PLK1 PBD block: qHTS for Inhibitors of PLK1-PDB (polo-like kinase 1 - polo-box domain): Primary Screen. AID 720504, 2013. Potency, µM, for inactives: max response, negative = inhibition, most hits filed as inhibitors. Plk1 PBD binding of FITC phosphopeptide, fluorescence polarization. 360,000 tested, 2.8% active; further: potency means the concentration at half of the fitted maximal effect; series mostly up to about 57 µM; on the % scale 0 is the no-effect control and ±100 the full control effect; nearly all actives have a fitted effect of over 65% in size
Target sequence (P53350 whole entry, looked up, the tested form may be a part): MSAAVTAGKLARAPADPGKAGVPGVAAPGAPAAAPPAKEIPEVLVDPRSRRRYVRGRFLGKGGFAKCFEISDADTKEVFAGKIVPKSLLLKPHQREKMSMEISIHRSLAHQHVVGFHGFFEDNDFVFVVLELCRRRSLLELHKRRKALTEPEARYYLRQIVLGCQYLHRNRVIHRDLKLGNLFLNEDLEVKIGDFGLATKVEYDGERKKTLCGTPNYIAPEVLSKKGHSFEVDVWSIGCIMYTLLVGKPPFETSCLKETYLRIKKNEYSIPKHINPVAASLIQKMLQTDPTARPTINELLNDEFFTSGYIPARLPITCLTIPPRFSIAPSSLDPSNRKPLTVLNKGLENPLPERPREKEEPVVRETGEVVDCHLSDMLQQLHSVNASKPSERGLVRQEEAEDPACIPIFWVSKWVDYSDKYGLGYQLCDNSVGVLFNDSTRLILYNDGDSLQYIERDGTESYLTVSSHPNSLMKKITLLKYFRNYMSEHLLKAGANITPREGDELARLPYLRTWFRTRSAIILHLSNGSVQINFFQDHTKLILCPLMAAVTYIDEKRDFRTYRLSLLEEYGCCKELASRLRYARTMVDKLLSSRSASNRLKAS
GLP1R inv ag: qHTS of GLP-1 Receptor Inverse Agonists (Inhibition Mode) | Glucagon-like peptide 1 receptor (Homo sapiens), P43220 | HEK293 GLP-1R CRE-luciferase, luminescence, 24 h; GLP-1R form is constitutively active | Potency, µM (titrated, usually from 38.3 µM), inactives show at the highest dose activity change, negative = inhibition, actives largely listed as inhibitors | 410,000 tested, 1.6% active | AID 624417, 2012; further: potency means the concentration at half of the fitted maximal effect; on the % scale 0 is the no-effect control and ±100 the full control effect; nearly all actives have a fitted effect of over 55% in size
Target sequence (P43220 whole entry, looked up): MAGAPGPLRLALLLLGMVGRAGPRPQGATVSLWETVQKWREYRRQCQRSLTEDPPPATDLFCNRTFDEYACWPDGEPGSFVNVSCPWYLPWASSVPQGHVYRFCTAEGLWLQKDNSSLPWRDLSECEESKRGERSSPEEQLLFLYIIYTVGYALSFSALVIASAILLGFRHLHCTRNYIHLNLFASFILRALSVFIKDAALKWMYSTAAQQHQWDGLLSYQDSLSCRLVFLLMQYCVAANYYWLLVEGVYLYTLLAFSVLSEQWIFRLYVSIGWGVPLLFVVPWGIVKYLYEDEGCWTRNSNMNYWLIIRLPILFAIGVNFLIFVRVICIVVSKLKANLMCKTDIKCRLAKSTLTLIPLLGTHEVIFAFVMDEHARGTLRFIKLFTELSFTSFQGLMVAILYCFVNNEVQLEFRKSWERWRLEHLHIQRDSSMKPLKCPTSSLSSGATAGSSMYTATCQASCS
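Constitutively active GLP-1R drives a cAMP-responsive luciferase in stably transfected HEK293 cells; test compounds are added after overnight (12 h) attachment and left 24 hr, and signal loss in luminescence marks inhibition.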
GLP1R ag: qHTS of GLP-1 Receptor Agonists; Glucagon-like peptide 1 receptor (Homo sapiens), P43220; HEK293 GLP-1R CRE-luciferase, luminescence, 4-6 h; cells express a hypersensitive GLP-1R form; Potency, µM (highest dose often 45.6 µM), for inactives: at the top dose activation, usual class: activators; 380,000 tested, 0.007% active; AID 624172, 2012; further: potency means the concentration at half of the fitted maximal effect; % of control where 0% means no effect
An asterisk follows results filed as active; i = inactive; ? = inconclusive; . = not tested or not shown; [ ] = remark or other dose. Unless noted, the call rests on the fitted dose curve; in most records, active means well fitted curve in the direction sought with a large enough effect; inconclusive means small, poorly fitted or top-dose-only effect, or another doubt; inactive means no such curve, though single readings can be large; an effect the other way counts as inactive or inconclusive. Not all compounds are listed. The share of hits here may be higher or lower than overall.

SMILES	EPAC1 agonist	IL2 activator	GLP1R cytotox	EPAC1 antagonist	PTHR1 ag	PI5P4K alpha inh	PLK1 PBD block	GLP1R inv ag	GLP1R ag
O=C(O)CC(c1ccc(Cl)cc1)N1Cc2ccccc2C1=O (stereo not given)	-4%	-0.4	0%	7%	i	-3	-13%	-1%	1%
Cc1cc(NC(=O)CSC2=NS(=O)(=O)c3cc(F)ccc3N2)no1	9%	0.7	6%	-8%	-5%	-1	3%	-10%	2%
CN(NC(=O)c1ccc(Cl)cc1)c1ncc(C(F)(F)F)cc1Cl	-2%	-0.9	-1%	-1%	-39%[inhibitor]	8	-1%	?	3%
Cn1nc([N+](=O)[O-])nc1Oc1ccccc1	14%	-3.3	3%	4%	i	.	-2%	3%	10%
COc1ccc(CCNC(=O)/C(=C/c2cccnc2)NC(=O)c2ccccc2)cc1OC	2%	0.1	4%	1%	i	-8	-10%	25%	7%
CCC(C)C(=O)N1c2ccccc2C(=C2SC(C(=O)OC)=C(C(=O)OC)S2)C(=S)C1(C)C (stereo not given)	1%	-1.3	10%	-3%	-83%[inhibitor]	0	-13%	10µM*	-1%
CC(C)NC(=O)N1Cc2cc(C(=O)NC3CCCC3)nc(-c3cccc(-c4cccnc4)c3)c2[C@@H]1CCO	-1%	-0.5	4%	-15%	-24%	0	-9%	-8%	3%
Cc1ccc(SCC(=O)OCC(=O)N(C)CC(=O)Nc2ccccc2Cl)cc1C	23%	0.1	4%	-16%	i	3	-5%	4%	-8%
CS(=O)(=O)N1CCC2CC1c1cc(-c3ccccc3)ccc12 (stereo not given)	12%	0.5	20%	2%	-39%[inhibitor]	9	-11%	-6%	-2%
CSCCC(NC(=O)COc1ccccc1)C(=O)NCc1cccs1 (stereo not given)	1%	-0.1	8%	?	?	3	-15%	-22%	4%
Cc1nc2cc(C(=O)NCCN3CCOCC3)ccc2n1-c1ccc(F)cc1F	-3%	0.0	-1%	1%	-6%[57.5 µM]	-3	-2%	-12%	0%
CCc1nc2ccc(C(=O)NCc3cccs3)cn2c1N(CCC(C)C)CCN(C)C	6%	0.3	-11%	16%	i	0	-12%	?	-3%
Cc1ccccc1Nc1ccc([N+](=O)[O-])cn1	6%	0.3	-8%	-20%	-9%	0	-18%	-42%	9%
COc1cc(OC)nc(Oc2ccccc2C(=O)Oc2ccc(C)cc2)n1	28%	-1.1	1%	-10%	-6%[57.5 µM]	.	-4%	?	7%
CC(=O)NC(Cc1ccc(C)cc1)C(=O)NC1CCN(C(=O)c2ccc([N+](=O)[O-])cc2)CC1 (stereo not given)	-3%	-1.3	2%	-19%	13%	5	-21%	-5%	-5%
O=C(O)C1CCN(C(=O)CSc2nnc3ccccn23)CC1	2%	0.7	-16%	17%	-7%	2	-1%	11%	-7%
CCN(CC)CCN(C(=O)c1ccc2ccccc2c1)c1nc2ccc(OC)cc2s1	-4%	-0.1	4%	-17%	-13%	-8	-2%	-22%	-3%
COC(=O)C1=C(N)Oc2cc(C)n(C)c(=O)c2C1c1ccc(Cl)cc1 (stereo not given)	2%	2.5	3%	7%	-20%[57.5 µM]	.	-5%	-8%	-11%
Cc1cccc(-c2n[nH]nc2C2=CC(=O)CC(C)(C)C2)c1	0%	-2.8	-8%	-1%	-6%	-1	-5%	-7%	-8%
CC1CN(Cc2ccccc2)c2nc3c(c(=O)[nH]c(=O)n3C)n2C1 (stereo not given)	6%	-4.3	1%	3%	i	2	1%	7%	2%
Cc1ccc(NC(=O)CSc2nncn2-c2ccccn2)cc1Cl	3%	0.4	-5%	2%	-3%	-12	-9%	0%	11%
CCCN(C(=O)c1coc(=O)c2ccccc12)c1ccccc1C	.	.	-8%	.	i	.	.	?	-1%
CCOc1ccc(N(CC(=O)Nc2c(C)n(C)n(-c3ccccc3)c2=O)S(=O)(=O)c2ccccc2)cc1	6%	4.3	2%	-4%	i	11	-10%	8%	8%
Nc1c(C(=O)c2ccccc2)sc2snc(SCC(=O)c3ccccc3)c12	3%	4.6	120%[activator]	-23%	-17%	0	?	1%	-18%
CC(=O)Nc1ccc(S(=O)(=O)N(CC(=O)NC2CC2)Cc2ccccc2)cc1	-16%	-0.5	2%	-4%	i	2	-5%	9%	2%
C=C(C)COc1ccc(-c2ncncc2-c2ccc(Cl)cc2)c(O)c1	-1%	-2.0	9%	-15%	-16%	21	1%	?	-3%
O=C(O)CCC(=O)N1CCc2c([nH]c3ccccc23)C1C(F)(F)F (stereo not given)	10%	-1.4	-17%	-3%	i	-4	-8%	-12%	-1%
O=C(c1ccc(F)cc1)N1CCC(n2nnc3ccccc32)CC1	-11%	-1.5	12%	-18%	i	3	-8%	7%	6%
O=C(OCc1csc(Nc2ccccc2)n1)c1ccc(Cl)cc1	8%	-1.1	3%	-7%	-6%	18	?	?	10%
COc1cccc(-c2csc(N3CCN(CC(=O)Nc4ccc5c(c4)OCO5)CC3)n2)c1	16%	-1.9	-16%	3%	-24%	.	0%	-27%	-4%

Already shown: an excerpt of the list.
SMILES	EPAC1 agonist	IL2 activator	GLP1R cytotox	EPAC1 antagonist	PTHR1 ag	PI5P4K alpha inh	PLK1 PBD block	GLP1R inv ag	GLP1R ag
O=C(O)CCC(=O)N1CCc2c([nH]c3ccccc23)C1C(F)(F)F (stereo not given)	10%	-1.4	-17%	-3%	i	-4	-8%	-12%	-1%
O=C(c1ccc(F)cc1)N1CCC(n2nnc3ccccc32)CC1	-11%	-1.5	12%	-18%	i	3	-8%	7%	6%
O=C(OCc1csc(Nc2ccccc2)n1)c1ccc(Cl)cc1	8%	-1.1	3%	-7%	-6%	18	?	?	10%
COc1cccc(-c2csc(N3CCN(CC(=O)Nc4ccc5c(c4)OCO5)CC3)n2)c1	16%	-1.9	-16%	3%	-24%	.	0%	-27%	-4%

Of the compounds above, these have two or more sulfur atoms:
SMILES	EPAC1 agonist	IL2 activator	GLP1R cytotox	EPAC1 antagonist	PTHR1 ag	PI5P4K alpha inh	PLK1 PBD block	GLP1R inv ag	GLP1R ag
Cc1cc(NC(=O)CSC2=NS(=O)(=O)c3cc(F)ccc3N2)no1	9%	0.7	6%	-8%	-5%	-1	3%	-10%	2%
CCC(C)C(=O)N1c2ccccc2C(=C2SC(C(=O)OC)=C(C(=O)OC)S2)C(=S)C1(C)C (stereo not given)	1%	-1.3	10%	-3%	-83%[inhibitor]	0	-13%	10µM*	-1%
CSCCC(NC(=O)COc1ccccc1)C(=O)NCc1cccs1 (stereo not given)	1%	-0.1	8%	?	?	3	-15%	-22%	4%
Nc1c(C(=O)c2ccccc2)sc2snc(SCC(=O)c3ccccc3)c12	3%	4.6	120%[activator]	-23%	-17%	0	?	1%	-18%

Next structures.
SMILES	EPAC1 agonist	IL2 activator	GLP1R cytotox	EPAC1 antagonist	PTHR1 ag	PI5P4K alpha inh	PLK1 PBD block	GLP1R inv ag	GLP1R ag
COc1cccc(-c2nc3nc(C)cc(C)n3c2NCc2ccccc2)c1	2%	-0.2	0%	5%	-58%[inhibitor]	-3	-10%	-9%	1%
COc1ccc(-c2nnc(SCC(=O)NC3CC3)o2)cc1	2%	-0.3	3%	-19%	i	5	-6%	13%	13%
COc1ccc(-n2nc(C(=O)NCC(=O)N3CCN(Cc4ccccc4)CC3)c3ccccc3c2=O)c(OC)c1	5%	0.3	-10%	5%	i	-1	-1%	-1%	8%
Cn1cccc1C(=O)c1ccc(Cl)cc1Cl	7%	3.2	2%	6%	i	.	-10%	-2%	-5%
Cn1nnnc1SCC(=O)N1N=C(c2ccc(Cl)cc2)CC1c1ccco1 (stereo not given)	-14%	-0.7	-2%	-14%	-20%	1	-3%	?	12%
CCCCCCN1C[C@@H](n2cc(-c3ccc(F)cc3)nn2)[C@H](O)C[C@@H]1c1ccc(OC)cc1	-16%	-4.1	?	-23%	-61%[inhibitor]	12	-4%	3.2µM*	-2%
CCCCn1nnnc1C(c1ccnc2ccccc12)N1CCN(C/C=C/c2ccccc2)CC1 (stereo not given)	6%	-0.9	-14%	-18%	i	-1	-4%	?	6%
Cc1cnc(Sc2ncccc2[N+](=O)[O-])nc1	5%	-1.8	16%	2%	-10%	-1	-14%	11%	1%
Cc1ccc(SCC(=O)Nc2ccccc2N2CCOCC2)cc1	-1%	-0.1	3%	-4%	i	-2	0%	7.9µM*	11%
O=C(Nc1nnc(Cc2ccc([N+](=O)[O-])cc2)s1)c1ccc2c(c1)OCO2	2%	-1.7	-5%	-3%	i	0	1%	25%	7%
O=C(Nc1sc2c(c1C(=O)NCC1CCCO1)CCCC2)c1cccs1 (stereo not given)	2%	-0.1	7%	-6%	i	.	-5%	?	5%
COc1ccc([C@H]2CC(=O)C=C(c3ccc(OC)cc3OC)C2)cc1	9%	-3.8	-2%	-26%	i	13	-5%	?	?
COn1c(SCC(=O)N(C)C)nc2ccccc2c1=O	6%	1.7	7%	0%	-6%[57.5 µM]	.	-10%	25%	6%
COc1ccc(S(=O)(=O)N2CCCCCC2)cc1C(=O)N1CCN(c2ccc(F)cc2)CC1	-5%	0.4	2%	7%	-36%	-7	2%	?	12%
Cc1cccc(C(=O)NCc2nnc(SCC(=O)Nc3nnc(C)s3)n2C)c1	-2%	1.0	0%	0%	i	0	-4%	4%	1%
C=CCNCc1cccn1-c1ccccc1	3%	-2.0	0%	4%	i	.	-9%	2%	-6%
Cn1c(S(=O)(=O)Cc2ccc(Cl)cc2)nc2ccccc21	-11%	-1.2	9%	10%	6%	-3	1%	9%	-2%

Screening results as filed in PubChem.
